PolyA inh: polyadenylation inhibitors in yeast reporter cells, primary screen, luminescence, S. cerevisiae; S. cerevisiae SKY197-pL101 polyadenylation reporter, beta-gal luminescence; efflux-impaired pdr1/pdr3 knockout yeast; score 100 = 6 SD above DMSO; calls only at 12 µM; actives 0.02% (n = 300,000);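 active means lowest replicate activity score at least 50, where 100 means six control SD above control mean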;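 further: yeast exposed to compound for 9 h at 30 °C; higher score means more reporter readthrough which indicates perturbed polyadenylation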
MrgX1 antag: antagonists of human MrgX1 receptor, primary screen, HEK293 cells, Fluo-4 calcium flux. Mas-related G-protein coupled receptor member X1 (Homo sapiens), Q96LB2. BAM8-22 antagonism; hits give low values. B-score at 10 µM. actives 1.3% (n = 310,000);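 active means calcium-response B-score plate-corrected more than 3 library SD below zero, starting fluorescence within 5 deviations, no agonist response on first addition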;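 further: peak minus trough fluorescence over baseline after final BAM8-22 challenge near maximal dose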
TRPC6 inh: mouse TRPC6 channel inhibitors, primary screen, cell-based, HEK293, membrane potential dye; Short transient receptor potential channel 6 (Mus musculus), Q61143; ACh-evoked depolarization; hits give low values; B-score at 10 µM; actives 1.1% (n = 310,000); AID 2553, 2010;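 active means B-score under library mean minus 3 SD, initial fluorescence not abnormally high, positive integrated signal ratio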;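 further: B-score derived from integrated fluorescence ratio over the kinetic read; more negative B-score means stronger inhibition of depolarization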
TRPC4 PAM: positive allosteric modulators of TRPC4, primary screen, cell-based, mouse TRPC4beta, HEK293 mu-opioid, Fluo-4 calcium. actives 0.42% (n = 310,000). DAMGO EC20, Fluo-4 Ca2+ flux; hits give high values. AID 2227, 2009. B-score at 10 µM;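 active means B-score of calcium response area above 5 SD of library B-scores, with initial fluorescence ratio within 5 SD of library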;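 further: B-score of integrated fluorescence ratio over time as area under calcium response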
Target sequence (Q9QUQ5 whole entry, looked up): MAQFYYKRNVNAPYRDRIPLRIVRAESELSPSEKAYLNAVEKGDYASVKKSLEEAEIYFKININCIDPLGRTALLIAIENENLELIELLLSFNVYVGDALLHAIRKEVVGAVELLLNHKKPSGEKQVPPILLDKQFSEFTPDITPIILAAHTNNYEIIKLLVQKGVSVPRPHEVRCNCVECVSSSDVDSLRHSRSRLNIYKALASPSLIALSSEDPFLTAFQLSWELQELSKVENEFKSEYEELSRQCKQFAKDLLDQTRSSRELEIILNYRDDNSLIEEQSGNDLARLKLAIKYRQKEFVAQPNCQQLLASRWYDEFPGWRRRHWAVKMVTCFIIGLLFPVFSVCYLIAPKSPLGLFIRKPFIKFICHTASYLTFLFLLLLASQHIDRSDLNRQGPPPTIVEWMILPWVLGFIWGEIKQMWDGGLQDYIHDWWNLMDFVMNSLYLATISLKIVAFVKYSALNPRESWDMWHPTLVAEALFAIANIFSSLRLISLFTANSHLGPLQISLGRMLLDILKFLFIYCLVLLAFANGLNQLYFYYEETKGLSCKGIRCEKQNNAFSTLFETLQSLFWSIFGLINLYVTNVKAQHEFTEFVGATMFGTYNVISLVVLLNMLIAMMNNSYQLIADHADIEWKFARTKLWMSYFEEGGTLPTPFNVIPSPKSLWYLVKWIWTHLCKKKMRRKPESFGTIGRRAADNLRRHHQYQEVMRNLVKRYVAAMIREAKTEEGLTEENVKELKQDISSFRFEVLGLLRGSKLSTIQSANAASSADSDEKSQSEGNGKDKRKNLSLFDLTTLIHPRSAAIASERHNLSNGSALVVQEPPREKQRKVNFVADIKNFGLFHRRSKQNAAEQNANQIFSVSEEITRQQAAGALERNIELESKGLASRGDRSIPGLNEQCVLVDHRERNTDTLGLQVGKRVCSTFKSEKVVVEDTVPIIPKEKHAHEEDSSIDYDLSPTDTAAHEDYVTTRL
MrgX1 ag: agonists of human MrgX1 receptor, primary screen, HEK293 cells, Fluo-4 calcium flux; Mas-related G-protein coupled receptor member X1 (Homo sapiens), Q96LB2; Fluo-4 calcium fluorescence, agonist mode; hits give high values; B-score at 10 µM; actives 0.44% (n = 310,000); AID 588627, 2011;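 active means calcium response B-score plate-corrected fluorescence ratio at least 3 library SD, with starting fluorescence B-score inside 5 SD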
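Test system: HEK293 cells stably expressing human MrgX1 receptor; amount: 15,000 cells per well; doses: compound delivered in addition one of three; times: overnight plating before 1 h dye loading; detection: Fluo-4 NW calcium-flux fluorescence, kinetic read; read-out basis: B-scored fluorescence response ratio; controls: positive and negative controls per plate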
AI-2 QS mod: Vibrio harveyi AI-2 quorum sensing modulators, primary screen, JMH597 strain, luminescence/OD600 ratio; actives 0.4% (n = 300,000); AID 2094, 2009; Vibrio harveyi JMH597 AI-2 luminescence/OD600 ratio, 9 h; hits give low values; strain lacks LuxN and CqsS sensors; 0 = neutral-control median; activity change, % at 7.5 µM; in the data active means activity change below about -75%, passing the limit was not always enough;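 further: luminescence divided by OD600 gain over 9 h not by final OD600 alone; inactives centre near 13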
TRPC6 activator: mouse TRPC6 channel activators, primary screen, cell-based, HEK293, membrane potential dye | HEK293-TRPC6 membrane potential dye fluorescence; hits give high values | AID 2550, 2010 | B-score at 10 µM | actives 0.13% (n = 310,000) | Short transient receptor potential channel 6 (Mus musculus), Q61143;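 active means B-score of the integrated fluorescence ratio above library mean plus 3 SD, and starting fluorescence ratio within library mean plus 5 SD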;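 further: higher score means more depolarization so channel activation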
TRPC4 act: activators of mouse TRPC4 channel, primary screen, Fluo4 calcium, HEK293 TRPC4beta/mu-opioid cells | Fluo4 calcium fluorescence; hits give high values | B-score at 10 µM | actives 0.49% (n = 310,000);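 active means B-score above 5 SD of library B-scores, and initial fluorescence ratio not above library mean plus 5 SD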;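 further: positive B-score marks a calcium rise read as TRPC4 activation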
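Assay system: HEK293 stable line with TRPC4beta plus mu-opioid receptor; schedule: 45 min room-temperature Fluo4 loading, 110 s read; technique: kinetic Fluo4 calcium fluorescence; evaluation: integrated baseline-normalised fluorescence ratio, converted to per-well B score; controls: buffer (low) and maximal DAMGO (high)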
HIF activator: HIF pathway transcriptional activators, primary screen, cell-based, U2OS HRE-luciferase, luminescence | U2OS HRE-luciferase reporter; normalized: DMSO 0%, desferrioxamine 100% | activation, % at 7.5 µM (by protocol) | actives 0.32% (n = 300,000) | AID 1910, 2009;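 active means mean activation of at least 10% of the iron chelator positive control signal, with at least half of replicates also reaching 10%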
TRPC4 inh: inhibitors of mouse TRPC4 channel, primary screen, Fluo4 calcium, HEK293 TRPC4beta/mu-opioid cells. Short transient receptor potential channel 4 (Mus musculus), Q9QUQ5. DAMGO-evoked Fluo4 calcium flux; hits give low values. B-score at 10 µM. actives 0.39% (n = 300,000);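 active means B-score over 3 SD under the library average, no early fluorescence shift, positive overall ratio signal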
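test system = HEK293 cells with stable TRPC4beta plus mu-opioid receptor expression | detection = Fluo4 Ca2+ flux fluorescence | read-out = integrated fluorescence ratio relative to baseline, converted to per-well B score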
MrgX1 allo act: positive allosteric modulators of MrgX1, primary screen, HEK293 cells, Fluo-4 calcium flux | actives 0.63% (n = 310,000) | B-score at 10 µM | Mas-related G-protein coupled receptor member X1 (Homo sapiens), Q96LB2 | FDSS; hits give high values;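 active means plate-corrected calcium response at least 3 library SD above typical, normal starting fluorescence, not activating the receptor alone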;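 further: compound read alongside a low EC10 to EC30 dose of BAM8-22 agonist; peak minus trough fluorescence over baseline measured at the second addition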
* = called active by the depositor; i = inactive; nt = no result given. Some of the compounds tested. The share of hits here may be higher or lower than overall.

SMILES	PolyA inh	MrgX1 antag	TRPC6 inh	TRPC4 PAM	MrgX1 ag	AI-2 QS mod	TRPC6 activator	TRPC4 act	HIF activator	TRPC4 inh	MrgX1 allo act
COC(=O)c1c(NC(=O)CN2CCCC(C)C2)c2c(C)cccc2n1C (stereo not given)	i	i	i	i	i	19.3	i	i	-0.5	i	i
Cc1ccc(-n2c(O)c(C=NC3CCS(=O)(=O)C3)c3ccccc3c2=O)cc1C (stereo not given)	i	i	i	i	i	-3.0	i	i	nt	i	i
N/C(CS(=O)(=O)c1ccccc1)=N\OC(=O)c1ccc(F)cc1	i	i	i	i	i	4.2	i	i	2.7	i	i
COc1ccc(S(=O)(=O)N2CCC3(CC2)CC(=O)c2ccccc2O3)cc1OC	i	i	i	i	i	13.2	i	i	0.1	i	i
O=C(NC1CCCCCCC1)c1cccs1	i	i	i	i	i	20.9	i	i	0.8	i	i
Cc1nn(C)c(C)c1C1C(C#N)=C(N)Oc2n[nH]c(C)c21 (stereo not given)	i	i	i	i	i	12.8	i	i	0.2	i	i
Cc1ccc(C(=O)Nc2ccccc2C(=O)NC(Cc2ccccc2)C(=O)O)cc1 (stereo not given)	i	i	i	i	i	21.5	i	i	-0.1	i	i
O=C(NC(=S)Nc1ccc(S(=O)(=O)Nc2ncccn2)cc1)c1ccc(Br)cc1	i	i	i	i	i	8.2	i	i	-0.1	i	i
O=C(O)c1c2c(nc3ccccc13)-c1ccccc1CC2	i	i	i	i	i	15.0	i	i	-0.4	i	i
Cc1cccc2cc(COC(=O)COc3ccccc3)c(=O)[nH]c12	i	i	i	i	i	20.5	i	i	-0.1	i	i
O=C(CCl)NN=C(c1ccccc1)c1ccccc1	i	i	i	i	i	5.8	i	i	-0.3	i	i
O=C(NCc1ccccc1)C(Cc1ccccc1)N1C(=O)C2C3CCC(C3)C2C1=O (stereo not given)	i	i	i	i	i	1.5	i	i	-0.6	i	i
CC(C)CNc1cc(Cl)c(S(=O)(=O)NCC(C)C)cc1C(=O)O	i	i	i	i	i	15.5	i	i	nt	i	i
CSc1nc2cc(Cl)ccc2s1	i	i	i	i	i	7.7	i	i	0.1	i	i
CNC(=O)c1[nH]cnc1C(=O)Nc1ccc(F)cc1	i	i	i	i	i	5.1	i	i	-0.4	i	i
N#Cc1c(NC(=O)c2ccc(-c3ccccc3[N+](=O)[O-])o2)sc2c1CCCC2	i	i	i	i	i	7.6	i	i	1.2	i	i
Cc1cccc(-n2c(SCC(=O)NCc3ccco3)nnc2-c2ccco2)c1	i	i	i	i	i	42.2	i	i	0.0	i	i
CCN(CC(=O)NCc1ccc(F)cc1)C(=O)COc1ccc2ccccc2c1	i	i	i	i	i	3.8	i	i	1.0	i	i
CCCOC(=O)c1c(NC(=O)/C=C/c2cnn(C)c2C)sc(C(=O)OC)c1C	i	i	i	i	i	3.9	i	i	-0.1	i	i
c1ccc(Oc2ccc(-c3ccnc4nc(N5CCN(c6ccccc6)CC5)nn34)cc2)cc1	i	i	i	i	i	23.3	i	i	1.5	i	i
CC1(C)CC(=O)C(N=Nc2ccc3ncsc3c2)=C(O)C1	i	i	i	i	i	7.4	i	i	0.3	i	i
CN1CCN(c2nc3c(c(=O)n(C)c(=O)n3C)n2Cc2ccccc2F)CC1	i	i	i	i	i	14.3	i	i	-32.3	i	i
CCCCNC(=O)N1CCN(c2ccnc3cc(Cl)ccc23)CC1	i	i	i	i	i	1.4	i	i	-1.9	i	i
CN(C)C(=O)c1cc(C(=O)c2ccc(Cl)cc2Cl)c[nH]1	i	i	i	i	i	-3.0	i	i	6.0	i	i
O=C(Nc1ncnc2sc3c(c12)CCC3)c1ccco1	i	i	i	i	i	16.2	i	i	-0.5	i	i
CNC(=S)Nc1cc(S(=O)(=O)Nc2cc(Cl)ccc2Cl)ccc1N1CCCC1	i	i	i	i	i	16.7	i	i	0.8	i	i
CNC(=S)NNC(=O)c1sc2cc(C(F)(F)F)cnc2c1-c1cccnc1	i	i	i	i	i	-5.8	i	i	-0.4	i	i
O=C(Nc1cccc(S(=O)(=O)N2CCCC2)c1)c1ccc2c(c1)OCO2	i	i	i	i	i	20.2	i	i	0.3	i	i
Cc1nnc(SCc2cc(=O)[nH]c(/N=C(\N)Nc3ccccc3Sc3ccccc3)n2)s1	i	i	i	i	i	-2.2	i	i	-0.4	i	i
CC(=O)NCCNC(=O)CCNC(=O)c1ccc(Cl)cc1	i	i	i	i	i	22.7	i	i	0.1	i	i

Results in MrgX1 antag, for 2 of the compounds above:
smiles | MrgX1 antag
c1ccc(Oc2ccc(-c3ccnc4nc(N5CCN(c6ccccc6)CC5)nn34)cc2)cc1 | i
CC1(C)CC(=O)C(N=Nc2ccc3ncsc3c2)=C(O)C1 | i

The list continues:
SMILES	PolyA inh	MrgX1 antag	TRPC6 inh	TRPC4 PAM	MrgX1 ag	AI-2 QS mod	TRPC6 activator	TRPC4 act	HIF activator	TRPC4 inh	MrgX1 allo act
S=C(NC1CC1)N1CCN(C(=S)NC2CC2)CC1	i	i	i	i	i	20.5	i	i	-0.3	i	i
O=C(O)C[C@H]1c2cc(C(F)(F)F)ccc2S(=O)(=O)N1C1CCCC1	i	i	i	i	i	1.9	i	i	0.2	nt	i
CCCCOC(=O)Nc1nnc(CCc2ccccc2)s1	i	i	i	i	i	5.3	i	i	0.2	i	i
CC(=O)NC1(c2nnnn2CCOC(=O)Nc2ccc(Cl)cc2)CCCC1	i	i	i	i	i	4.7	i	i	0.4	i	i
CCOC(=O)c1sc(NC(=O)CN2CCN(c3ccccc3)CC2)nc1C	i	i	i	i	i	25.3	i	i	-1.2	i	i
O=[N+]([O-])c1cccc(CN2[C@@H](Cc3ccccc3)COCCS2(=O)=O)c1	i	i	i	i	i	9.4	i	i	2.1	i	i
S=C1NCCNC(=S)NCCOCCN1	i	i	i	i	i	6.4	i	i	0.2	i	i
Cc1cccc(NC(=O)N(Cc2cc3cc(C)cc(C)c3[nH]c2=O)CC2COCCO2)c1 (stereo not given)	i	i	i	i	i	11.5	i	i	-0.3	i	i
CCc1ccccc1N(CC(=O)NC1CCCC1)C(=O)CNC(=O)c1cccs1	i	i	i	i	i	17.4	i	i	0.4	i	i
CCOc1cccc(-c2nn(-c3ccccc3)cc2/C=C(/C#N)C(=O)NCCCn2ccnc2)c1	i	i	i	i	i	11.4	i	i	0.4	i	i
CCOP(=O)(c1ccccc1)c1nc(-c2ccccc2Cl)oc1N1CCCCC1 (stereo not given)	i	i	i	17*	i	22.9	i	i	-1.1	i	i
CC(c1ccccc1)c1nnc(NC(=O)c2ccc3c(c2)OCO3)s1 (stereo not given)	nt	i	i	i	i	17.3	i	i	2.0	i	i
Cc1cccc(N2CCN(C(=S)Nc3ccc4nc(N5CCN(C)CC5)cc(C)c4c3)CC2)c1C	i	nt	i	i	nt	9.4	i	i	0.2	i	nt
COc1ccc2c(c1)c(CC(=O)Nc1ccc(C(C)=O)cc1)c(C)n2C(=O)c1ccc(Cl)cc1	i	i	i	i	i	-7.9	i	i	0.2	i	i
Cc1ccc(NC(=O)C(Nc2cccc(C)c2)c2ccccc2)cc1 (stereo not given)	i	i	i	i	i	2.9	i	i	0.4	i	i
Cc1ccc(-c2ccc(=O)n(CCC(=O)NCc3ccccn3)n2)cc1	i	i	i	i	i	-7.3	i	i	0.5	i	i
COc1ccc(C(=O)NCC(=O)OCC(=O)Nc2cc([N+](=O)[O-])ccc2F)cc1	i	i	i	i	i	-2.8	i	i	-0.5	i	i
CN(CC(=O)Nc1ccc(Cl)c(S(=O)(=O)N(C)C)c1)Cc1ccccc1	i	i	i	i	i	18.6	i	i	1.7	i	i
CCCS(=O)(=O)c1nc(S(=O)(=O)c2ccc(C)cc2)c(N2CCN(CCO)CC2)s1	i	i	i	i	i	-11.5	i	i	-0.1	i	i
COc1cc(OC)c(OC)cc1NC(=O)CC1COc2ccccc2O1 (stereo not given)	i	i	i	i	i	4.1	i	i	-0.5	i	i
COc1ccc(S(=O)(=O)n2cccc2)cc1OC	i	i	i	i	i	32.9	i	i	0.3	i	i
CSC1=NC(C)(C)CC2(C)Nc3ccccc3N12 (stereo not given)	i	i	i	i	i	13.4	i	i	0.6	i	i
CCCc1cc(-c2nc(-c3ccc(Cl)cc3)cs2)ccn1	i	i	i	i	i	24.0	i	i	0.8	i	i
Cc1ccc(N2CC(C(=O)N3CCN(C(=O)c4ccco4)CC3)CC2=O)cc1 (stereo not given)	i	i	i	i	i	-2.5	i	i	nt	i	i
O=C(NCc1ccccc1)c1cc(=O)c2ccccc2o1	i	i	i	i	i	9.5	i	i	-0.1	i	i
COc1ccc(CNc2nc3ccccc3n2Cc2ccc(C)cc2)cc1OC	i	i	i	i	i	9.3	i	i	0.3	i	i
COc1ccc(C(=O)Nc2ccc(S(=O)(=O)NC(C)=O)cc2)cc1	i	i	i	i	i	27.3	i	i	0.3	i	i
Cc1ccc(C(=O)Oc2ccccc2N2CCOCC2)cc1	i	i	i	i	i	14.2	i	i	-1.1	i	i
COc1ccccc1C(c1nnnn1Cc1ccccc1)N1CCN(c2nc3ccccc3s2)CC1 (stereo not given)	i	i	i	i	i	24.2	i	i	-0.5	i	i
N#C/C(=C\c1cn[nH]c1-c1ccc(Cl)cc1)C(=O)NC1CC1	i	i	i	i	i	47.4	i	i	0.1	i	i
CC(C)(C)OC(=O)N1CCN(C(=O)c2cccnc2Cl)CC1	i	i	i	i	i	46.7	i	i	0.6	i	i

Screens (PubChem)
